Bioassay records deposited in PubChem BioAssay by National Center for Advancing Translational Sciences (NCATS).
GALK inhibitor – inhibits human galactokinase; P51570; recombinant GALK, Kinase-Glo ATP luminescence, 1 h; Potency, µM (highest dose often 57.5 µM), inactives show at the top dose activity, negative = inhibition, most hits filed as inhibitors; 44,000 tested, under 10 active;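 also: plate controls were full GALK reaction for no effect and reaction lacking GALK for full effect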
Target sequence (P51570 whole entry, looked up): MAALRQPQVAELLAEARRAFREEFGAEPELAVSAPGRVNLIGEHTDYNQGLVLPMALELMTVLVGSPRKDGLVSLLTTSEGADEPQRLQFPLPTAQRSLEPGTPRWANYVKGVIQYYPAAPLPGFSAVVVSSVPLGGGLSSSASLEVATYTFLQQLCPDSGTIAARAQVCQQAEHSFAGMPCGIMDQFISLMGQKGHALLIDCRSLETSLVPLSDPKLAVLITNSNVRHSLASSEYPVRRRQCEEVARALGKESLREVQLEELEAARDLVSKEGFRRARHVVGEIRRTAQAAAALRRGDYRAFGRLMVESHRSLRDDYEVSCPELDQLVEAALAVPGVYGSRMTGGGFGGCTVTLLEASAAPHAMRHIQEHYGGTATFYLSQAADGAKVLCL
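Reactions with and without enzyme served as controls. GALK at 5 nM phosphorylates 100 uM galactose using 35 uM ATP (HEPES pH 8.0, Mg2+) for 1 h at RT, with luminescence read 10 min after adding Kinase-Glo Plus.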
FH mod – Identification of activators of human fumarate hydratase by quantitative high-throughput screening; FH coupled MDH/diaphorase resazurin fluorescence, 15 min; Potency, µM (highest dose often 79.9 µM), for the others: at the top dose activity change, negative = inhibition, actives largely listed as inhibitors; 54,000 tested, 0.22% active; AID 1347055, 2019; also: potency is read from the fitted curve at half-maximal effect; % is scaled to controls: 0 for no effect and ±100 for the full control effect; the screen sought activators but most active calls are inhibition curves; nearly all actives have a fitted effect of over 45% in size
Target sequence (P07954 whole entry, looked up): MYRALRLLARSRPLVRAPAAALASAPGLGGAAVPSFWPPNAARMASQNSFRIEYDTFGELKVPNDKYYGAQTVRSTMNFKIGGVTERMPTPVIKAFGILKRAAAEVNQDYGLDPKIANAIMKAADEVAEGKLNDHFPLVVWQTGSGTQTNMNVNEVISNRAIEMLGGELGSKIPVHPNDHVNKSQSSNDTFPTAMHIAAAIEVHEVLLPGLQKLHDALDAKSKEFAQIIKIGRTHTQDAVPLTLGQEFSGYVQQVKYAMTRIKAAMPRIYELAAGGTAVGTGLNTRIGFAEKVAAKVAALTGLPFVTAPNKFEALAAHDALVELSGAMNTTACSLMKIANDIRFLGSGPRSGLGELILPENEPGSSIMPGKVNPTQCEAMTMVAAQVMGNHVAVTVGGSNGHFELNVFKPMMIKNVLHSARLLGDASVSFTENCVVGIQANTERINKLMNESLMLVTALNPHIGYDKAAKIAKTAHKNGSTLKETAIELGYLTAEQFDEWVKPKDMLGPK
PTAP-TSG101 blk – blocks PTAP binding to human TSG101, validation; 44,000 tested, under 10 active; Q99816; Potency, µM (series often up to 115 µM), for inactives: top-dose activity change, negative = inhibition, hits mostly inhibitors; Fluorescence polarization, FITC-PTAP peptide/Tsg101, 20 min; AID 1347069; also: potency is read from the fitted curve at half-maximal effect; 0% is about no effect
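Fluorescence polarization: Tsg101 binding domain (10 uM final) in 10 mM HEPES pH 7.5, 0.15 M NaCl, 0.01% Tween 20, 3 mM EDTA, 0.1 mM TCEP; compounds pinned; FITC-PTAP peptide 50 nM final; 20 min, r.t.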
p53null 39C kill – p53 null cell cytotoxicity, nonpermissive temperature; H1299 p53-null (neo) cells, 39C, ATPlite viability, 24 h; Potency, µM (highest dose often 46.1 µM), inactives show top-dose activity, negative = cell killing, usual class: cytotoxic; 55,000 tested, 0.97% active;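 also: potency is read from the fitted curve at half-maximal effect; 0% = DMSO only and -100% = full killing by 100 µM tamoxifen; nearly all actives have a fitted effect of over 50% in size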
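Temperature-shift cytotoxicity format: compound titrations on p53-null or A138V-expressing H1299 cells held 24 hr at 39C, cell ATP then measured, AC50 from Hill model.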
p53null 32C tox – selectivity test: cytotoxicity in p53 null cells, permissive temperature. H1299-neo p53 null cells, ATP luminescence, 24 h, 32C. Potency, µM (highest dose often 46.1 µM), without a hit: at the highest dose activity change, negative = cytotoxicity, actives largely listed as cytotoxic. 55,000 tested, 0.62% active;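 also: potency is read from the fitted curve at half-maximal effect; 0% = DMSO only and -100% = full killing by 100 µM tamoxifen; nearly all actives have a fitted effect of over 55% in size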
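Luminescent ATP readout gave cell viability of p53-null H1299-neo cells after a 24 h compound exposure at the permissive 32C. Titrations ran up to 46 uM, and AC50s were fitted with the standard Hill equation.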
B2AR arrestin ag – beta-arrestin recruitment by human beta2-adrenergic receptor ligands | P07550 | HTLA Tango cells, beta-arrestin recruitment, luciferase luminescence, 18 h | Potency, µM (titrated, usually from 46.1 µM), without a hit: top-dose activation, hits mostly activators | 44,000 tested, under 10 active | AID 1347077;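 also: potency is read from the fitted curve at half-maximal effect; 0% = DMSO and full agonism = EC100 isoproterenol or metaproterenol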
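Tango cells (recombinant beta2-AR, beta-arrestin, tTA-driven luciferase), 1500/well in DMEM 1% FBS, treated 18 h at 37 °C with compounds up to 46 µM; luciferin mix added, luminescence read after 15 min; %activity curves fitted and curve-classed.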
NTMT1 inhibitor – inhibitors of human N-terminal methyltransferase NTMT1; Q9BV86; NTMT1 MTase-Glo SAH luminescence, purified enzyme; Potency, µM (titrated, usually from 114 µM), without a hit: at the highest dose activity change, negative = inhibition, most hits filed as inhibitors; 59,000 tested, 2.5% active;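 also: potency is read from the fitted curve at half-maximal effect; plate controls were DMSO vehicle for no effect and no enzyme for full effect; nearly all actives have a fitted effect of over 65% in size; many of its hits are not listed in these tables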
Target sequence (Q9BV86 whole entry, looked up): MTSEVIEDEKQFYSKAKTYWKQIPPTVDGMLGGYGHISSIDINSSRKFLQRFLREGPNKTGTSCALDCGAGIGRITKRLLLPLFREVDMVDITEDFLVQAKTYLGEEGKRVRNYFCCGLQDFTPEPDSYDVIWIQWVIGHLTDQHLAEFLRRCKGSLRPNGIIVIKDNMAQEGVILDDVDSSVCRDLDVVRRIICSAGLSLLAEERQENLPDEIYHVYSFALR
* hit, by the source's call; ? = inconclusive; [ ] = dose if it differs, or a comment. Calls follow the shape of the dose curve; as a rule, active = well fitted curve in the direction sought with a large enough effect; inconclusive = small, poorly fitted or top-dose-only effect, or another doubt; inactive = no such curve, though single readings can be large; an effect the other way counts as inactive or inconclusive. These rows are one share of the data; rates above refer to the full screens.

SMILES	GALK inhibitor	FH mod	PTAP-TSG101 blk	p53null 39C kill	p53null 32C tox	B2AR arrestin ag	NTMT1 inhibitor
COCCn1c(SCC(=O)c2c(C)[nH]c3ccccc23)nc2cc(C(=O)NC(C)C)ccc2c1=O	4%	5%	2%	-9%	-4%	0%	-2%
COC(=O)c1sccc1S(=O)(=O)N1CCN(c2cc(Cl)ccc2C)CC1	0%	-21%	-2%	0%	13%	-1%	-6%
CCC(Cc1ccccc1)NC(=O)c1ccc2nc(N3CCC(C)CC3)sc2c1 (stereo not drawn)	7%	-8%	-3%	-28%	-1%	-1%	4%
COc1ccc(-c2nc(C)c(CCNC(=O)c3cccc(C)c3)s2)cc1OC	-1%	-19%	-11%	18%	-12%	1%	-13%
Cc1cccc(NC(=O)CN2C(=O)CSc3ccc(S(=O)(=O)N4CCCC4)cc32)c1C	2%	-5%	12%	-28%	-4%	0%	21%
Cc1cc(SCC(=O)NCc2ccc(F)cc2)nc(=O)[nH]1	-6%	-9%	-9%	?	1%	-3%	6%
CCc1ccc(S(=O)(=O)Nc2cc3c(cc2N2CCOCC2)n(C)c(=O)c(=O)n3C)cc1	0%	-11%	-7%	-12%	-12%	3%	14%
COCCNC(=O)C(=O)NCC(c1ccc2c(c1)OCO2)N1CCOCC1 (stereo not drawn)	1%	0%	-2%	23%	1%	0%	12%
COc1ccc(NCc2cc3cc4c(cc3n(CC(=O)Nc3ccc(C)cc3C)c2=O)OCO4)cc1	1%	-14%	0%	-4%	5%	0%	3%
CC1CCN(S(=O)(=O)c2ccc3c(c2)oc(=O)n3CC(=O)NCc2ccc(F)cc2)CC1	-2%	-9%	-5%	7%	54%[activator]	0%	0%
COc1ccc(NC(=O)C(NC(=O)C2CCC(C)CC2)C(C)C)cc1 (stereo not drawn)	0%	0%	0%	-3%	-2%	1%	4%
COC(=O)c1ccc(Cn2nnc3sc4c(c3c2=O)CCC(C)C4)cc1 (stereo not drawn)	6%	-15%	2%	7%	-5%	-2%	22%
COc1cccc(NC(=O)c2oc3ccccc3c2NC(=O)c2ccccc2C)c1	-8%	-22%	1%	-11%	-11%	-1%	1%
CCOc1ccc(NC(=O)C(C)n2c(=O)cc(-c3ccccc3)c3c(C)nn(C)c32)cc1 (stereo not drawn)	1%	-5%	0%	23%	4%	1%	2%
Cc1ccc2cccc(NC(=O)C(C)Oc3ccc(C)c(C)c3)c2n1 (stereo not drawn)	3%	-14%	3%	16%	1%	0%	0%

Complete entries as entered above. Screens in order: GALK inhibitor | FH mod | PTAP-TSG101 blk | p53null 39C kill | p53null 32C tox | B2AR arrestin ag | NTMT1 inhibitor
CCc1ccc(S(=O)(=O)Nc2cc3c(cc2N2CCOCC2)n(C)c(=O)c(=O)n3C)cc1 as listed: 0% | -11% | -7% | -12% | -12% | 3% | 14%
COc1ccc(-c2nc(C)c(CCNC(=O)c3cccc(C)c3)s2)cc1OC as listed: -1% | -19% | -11% | 18% | -12% | 1% | -13%

(further entries)
SMILES	GALK inhibitor	FH mod	PTAP-TSG101 blk	p53null 39C kill	p53null 32C tox	B2AR arrestin ag	NTMT1 inhibitor
Cc1cc(C)cc(-n2c(SCC(N)=O)nc3c([nH]c4ccccc43)c2=O)c1	0%	7%	2%	1%	5%	0%	-7%
COc1cccc(C2C(=O)N(C3CCCCC3)CC(=O)N2Cc2ccc(Cl)cc2)c1 (stereo not drawn)	-7%	-13%	-6%	10%	-7%	3%	-1%
COc1ccc(-n2ccn(Cc3ccc(C)cc3)c(=O)c2=O)cc1OC	0%	7%	-1%	-11%	-1%	0%	7%
COc1ccc(CCC(=O)NC2CC(=O)N(c3cccc(F)c3)C2)cc1 (stereo not drawn)	-1%	-16%	4%	20%	-5%	-3%	6%
COc1ccc(CCC(=O)NCCc2csc(-c3ccc(Cl)cc3)n2)cc1	1%	4%	-2%	-7%	-7%	0%	18%
COC(=O)c1cc2occc2n1CC(=O)Nc1ccc(C(C)C)cc1	-3%	-10%	-3%	-2%	0%	0%	6%
CC(=O)c1ccc(N2C(=O)Nc3ccccc3S2(=O)=O)cc1	0%	-1%	3%	2%	-5%	-1%	8%
CCOC(=O)c1ccc(NS(=O)(=O)c2ccc3c(c2)n(C)c(=O)n3C)cc1	2%	-8%	-1%	-18%	-1%	0%	14%
CCCN(CCC)CCNC(=O)c1sc2nc3n(c(=O)c2c1C)CCCCC3	3%	4%	0%	-17%	3%	0%	-8%
CCOC(=O)CNC(=O)c1ccc(-c2nn(C)c(=O)c3ccccc23)cc1	3%	0%	1%	-20%	-4%	0%	-2%
CCOc1cccc(CC(=O)N2CCc3c([nH]c4ccccc34)C2c2ccc(F)cc2)c1OCC (stereo not drawn)	?	-21%	-4%	-1%	3%	0%	10%
CCc1ccc(-n2c(=O)c3c(C)c(C(=O)N(C)C)sc3n(Cc3ccccc3C#N)c2=O)cc1	-1%	14%	0%	11%	-3%	-3%	6%
Cc1ccc2onc(CNC(=O)N3CCN(c4cccc(C)c4C)CC3)c2c1	-1%	?	-2%	35%[activator]	15%	0%	-28%
CCOC(=O)c1c(C)oc2ncnc(Nc3ccc(OC)cc3OC)c12	9%	-2%	-1%	-29%	-4%	0%	5%
CCOc1ccc(-c2cnc(NCc3cccc(Cl)c3)n2C)cc1	-2%	?	0%	-29%	-29%	-1%	-18%

Ordered by molar mass (descending): some entries from above
SMILES	GALK inhibitor	FH mod	PTAP-TSG101 blk	p53null 39C kill	p53null 32C tox	B2AR arrestin ag	NTMT1 inhibitor
COc1ccc(CCC(=O)NCCc2csc(-c3ccc(Cl)cc3)n2)cc1	1%	4%	-2%	-7%	-7%	0%	18%
COc1cccc(NC(=O)c2oc3ccccc3c2NC(=O)c2ccccc2C)c1	-8%	-22%	1%	-11%	-11%	-1%	1%
Cc1cc(C)cc(-n2c(SCC(N)=O)nc3c([nH]c4ccccc43)c2=O)c1	0%	7%	2%	1%	5%	0%	-7%
COC(=O)c1cc2occc2n1CC(=O)Nc1ccc(C(C)C)cc1	-3%	-10%	-3%	-2%	0%	0%	6%

Carrying on.
SMILES	GALK inhibitor	FH mod	PTAP-TSG101 blk	p53null 39C kill	p53null 32C tox	B2AR arrestin ag	NTMT1 inhibitor
CNC(=O)c1c(NC(=O)c2cc(=O)c3ccccc3o2)sc2c1CCC2	-1%	9%	-7%	15%	-3%	-1%	13%
Cc1ccc(C(c2sc3nc(-c4ccco4)nn3c2O)N2CCOCC2)cc1 (stereo not drawn)	-5%	-7%	-2%	-13%	-3%	1%	8%
COc1ccc(C)cc1NS(=O)(=O)c1ccc2c3c(cccc13)C(=O)N2	0%	?	0%	2%	10%	1%	-12%
COc1cccc(C2CC(=O)Nc3c2c(=O)nc2c(C)cccn32)c1 (stereo not drawn)	7%	1%	-4%	-12%	9%	-2%	?
Cn1c(=O)c2sccc2n2c(CCCC(=O)Nc3ccc(Cl)cc3)nnc12	-2%	-3%	-1%	23%	4%	-2%	-29%
CC(C)c1ccc(NC(=O)c2cc(S(=O)(=O)N3CCCCC3)cn2C)cc1	0%	-4%	0%	-13%	-10%	1%	-20%
CCOc1ccc(-c2cc3c(=O)n(CC(=O)NCc4ccccc4)ccn3n2)cc1	-2%	0%	-6%	?	?	0%	-8%
COc1cccc(CNC(=O)c2cc3n(n2)CCCN(Cc2ccc(C)cc2)C3=O)c1OC	0%	-1%	-3%	-2%	0%	-1%	7%
COc1ccc(CC(=O)NCCc2csc(-c3ccc(C(F)(F)F)cc3)n2)cc1	0%	-2%	0%	-8%	?	6%	6%
CCOc1ccc(-c2cccc(NS(=O)(=O)c3ccc(C)s3)c2)nn1	6%	1%	-4%	-3%	-1%	0%	19%
CCN1C(=O)C(Cc2nc3ccccc3c(=O)n2-c2cccc(C)c2)c2ccccc21 (stereo not drawn)	?	-8%	1%	-4%	12%	0%	1%
O=C(Nc1cccc(C(=O)OCc2cc(=O)n3ccsc3n2)c1)c1ccc(F)cc1	0%	5%	0%	1%	-5%	0%	6%
CCOC(=O)c1c(S(=O)(=O)N2CCCC(C(=O)Nc3cccc(CC)c3)C2)c(C)n(CC)c1C (stereo not drawn)	1%	-4%	-1%	3%	-5%	-2%	?
CCc1ccc(NC(=O)c2sc(-n3nc(C)c(Cc4ccc(OC)cc4)c3C)nc2C)cc1	2%	-19%	-3%	19%	-1%	-4%	21%
CCOC(=O)c1c(NC(=O)Cc2coc3cc(C)cc(C)c23)sc2c1CCC2	2%	-4%	-4%	23%	0%	-1%	-1%
CC(=O)c1ccc(NC(=O)c2cc(C)nc3c2c(C)nn3-c2ccc(C)cc2)cc1	0%	5%	3%	-14%	6%	1%	-8%
COc1cccc(CNC(=O)c2cccc(N3CCCS3(=O)=O)c2)c1	-2%	-1%	1%	-3%	-4%	0%	-3%
CC(C)(C)C(=O)Nc1cc(-c2cccc(Br)c2)nn1-c1ccccc1	-1%	-34%	-6%	-21%	17%	0%	18%
CN1C(=O)Cc2cc(S(=O)(=O)N3CCN(c4ccccc4F)CC3)ccc21	0%	-13%	2%	-9%	-7%	0%	13%
COc1ccccc1N1CCN(C(=O)C2CCCN(S(=O)(=O)c3ccc4c(c3)CCCN4C(C)=O)C2)CC1 (stereo not drawn)	3%	-6%	-3%	-2%	1%	0%	2%
O=C(NCc1ccc(Cl)cc1)C1CCN(S(=O)(=O)c2ccc(F)cc2)CC1	-15%	-14%	-5%	6%	8%	0%	2%
CCOCCCn1c(=N)c(C(=O)NCc2cccnc2)cc2c(=O)n3cc(C)ccc3nc21	4%	-2%	-2%	42%[activator]	5%	-2%	-5%
Cc1coc2cc3oc(=O)c(CC(=O)N4CCCCC4)c(C)c3cc12	3%	-11%	0%	12%	-6%	-1%	12%
O=C(CSc1nc2c([nH]c3ccccc32)c(=O)n1-c1ccc(F)cc1)NCC1CCCO1 (stereo not drawn)	0%	5%	-5%	1%	1%	?	-1%
Cn1nc(-c2ccccc2F)c2cc(C(=O)NCCc3ccc(Cl)cc3)sc21	7%	-28%	1%	21%	28%	0%	15%
COc1ccc(NC(=O)CN(C)S(=O)(=O)c2ccc3c(c2)c(=O)n(C)c(=O)n3C)cc1	-1%	-4%	-1%	-8%	0%	1%	7%
CCn1c(CNC(=O)C23CC4CC(CC(C4)C2)C3)nnc1SCC(=O)Nc1ccccc1	8%	-6%	0%	-7%	3%	-2%	?
Cc1cc(C)c(NC(=O)c2ccc3nc(C(C)C)oc3c2)c(C)c1	-2%	-3%	-1%	-1%	9%	0%	-7%
Cc1nn(CCCC(=O)NCc2ccc(OC(C)C)cc2)c(=O)c2c1sc1ccccc12	3%	4%	1%	17%	-6%	1%	-2%
COc1ccc(Cl)cc1NC(=O)c1ncn(-c2ccccc2)n1	4%	7%	-1%	-33%	-12%	0%	3%
CCc1nn(CC(=O)NCC(C)c2ccccc2)c(=O)c2cc3occc3n12 (stereo not drawn)	5%	-18%	2%	5%	-3%	-4%	-3%
O=C(CN1C(=O)CCc2cc(S(=O)(=O)N3CCCCC3)ccc21)NCc1ccc(Cl)cc1	-1%	?	-6%	9%	-3%	-1%	-3%
